# GC-B act: GC-B (human) receptor activation; P20594; HEK293-GC-B cells, CNP EC30, cGMP TR-FRET; 0% at EC30 CNP, 100% saturating CNP; activation, % at 10 µM; actives 0.11% (n = 370,000);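 active means activation at 10 µM reaching about 35% in either raw or pattern-adjusted values, limit read from the data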
# MBD2 inh: inhibitors of human MBD2 binding to methylated oligonucleotide | Q9UBB5 | TR-FRET | inhibition, % at 4.4 µM | actives 0.31% (n = 370,000) | AID 686964; in the data active means inhibition above about 13%
# Target sequence (Q9UBB5 whole entry, looked up): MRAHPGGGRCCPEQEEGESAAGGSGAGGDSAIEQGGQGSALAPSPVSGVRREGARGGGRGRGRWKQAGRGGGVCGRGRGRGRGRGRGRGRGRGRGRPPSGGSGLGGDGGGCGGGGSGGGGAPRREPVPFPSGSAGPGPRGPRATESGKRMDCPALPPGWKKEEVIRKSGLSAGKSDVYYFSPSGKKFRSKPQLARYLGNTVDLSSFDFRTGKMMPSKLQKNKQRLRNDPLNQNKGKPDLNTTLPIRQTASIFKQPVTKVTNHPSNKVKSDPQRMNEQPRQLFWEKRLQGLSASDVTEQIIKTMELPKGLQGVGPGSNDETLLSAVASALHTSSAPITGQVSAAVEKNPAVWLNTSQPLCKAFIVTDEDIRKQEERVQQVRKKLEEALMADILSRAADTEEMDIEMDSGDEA
# PRMT1 inh: inhibitors of human PRMT1; recombinant PRMT1, activity-based probe fluorescence polarization; inhibition, % at 2.79 µM; AID 652257; Q99873; actives 1.3% (n = 370,000);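 active means inhibition above about 21% made by adding two undisclosed values, limit read from the data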
# LEDGF integ inh: blocks HIV-1 LEDGF/p75-dependent DNA integration; TR-FRET IN-LEDGF/p75 DNA integration, Eu/Cy5; inhibition, % at 3.7 µM; actives 0.64% (n = 370,000); AID 743269;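 active means inhibition above the screen-wide mean plus 3 SD, cut at about 13% in these data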;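 further: signal is the Cy5 over europium emission ratio at 671 and 618 nm; 0% = plate median of compound wells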
# mABHD4 FP: ABHD4 (mouse) inhibition, primary FP screen | actives 0.54% (n = 370,000) | Q8VD66 | purified mABHD4, FP-Rh probe fluorescence polarization | inhibition, % at 8.92 µM;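 active means inhibition exceeding the mean over every tested compound plus 3 SD, cut at about 30% in these data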;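 further: 0% = plate median of compound wells and 100% = S159A mutant with DMSO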
#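 system = mouse ABHD4 enzyme, wild type | medium = HEPES pH 7.0, NaCl, Pluronic buffer | also added = FP-Rh probe | incubation = Enzyme–compound pre-incubation 45 min, then probe 60 min, both 25 °C | technique = fluorescence polarization, excitation 525 nm, emission 598 nm, BODIPY TMR filters | controls = S159A mutant high control, sample median low control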
# HTRA1 inhibitor: blocks human HTRA1 serine peptidase; recombinant HTRA1, FP-rhodamine activity-based probe, fluorescence polarization; inhibition, % at 5.96 µM; actives 0.5% (n = 340,000); AID 504803; in the data active means inhibition above about 36%;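 further: 0% = enzyme with DMSO and 100% = wells lacking enzyme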
# Target sequence (Q92743 whole entry, looked up): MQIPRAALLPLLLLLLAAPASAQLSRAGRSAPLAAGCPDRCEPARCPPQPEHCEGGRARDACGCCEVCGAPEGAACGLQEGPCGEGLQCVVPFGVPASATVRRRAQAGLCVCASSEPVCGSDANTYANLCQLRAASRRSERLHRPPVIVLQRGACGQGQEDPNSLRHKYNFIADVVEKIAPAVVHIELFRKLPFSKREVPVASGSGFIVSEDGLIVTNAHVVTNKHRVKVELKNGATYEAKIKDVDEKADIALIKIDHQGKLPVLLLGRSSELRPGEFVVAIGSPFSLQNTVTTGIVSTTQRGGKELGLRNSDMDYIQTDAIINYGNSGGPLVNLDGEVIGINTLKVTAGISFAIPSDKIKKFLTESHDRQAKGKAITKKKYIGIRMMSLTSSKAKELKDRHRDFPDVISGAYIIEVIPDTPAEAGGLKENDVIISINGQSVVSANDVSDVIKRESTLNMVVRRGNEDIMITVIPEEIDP
# TCR CD3 inh: human TCR-CD3 binding inhibition; inhibition, % at 9.4 µM; TAMRA-labeled TCR probe fluorescence, biochemical; actives 0.37% (n = 360,000); in the data active means inhibition above about 19%;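 further: recombinant mutant TCR 2C K166C tagged with TAMRA read by polarization; 0% = receptor in buffer alone and 100% = receptor with positive control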
# rCAG RNA binder: r(CAG) repeat RNA binding; inhibition, % at 3 µM; TO-PRO-1 dye displacement fluorescence; actives 1.3% (n = 370,000); AID 651821;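 active means inhibition above the plate cutoff, the mean of all test compounds on that plate plus 3 SD, cut at about 35% in these data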;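 further: 0% = DMSO alone and 100% = 100 µM mitoxantrone as full dye displacement; higher means more dye released from RNA so lower well fluorescence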
# TDP2 inh: TDP2 (human) inhibition, absorbance primary screen | recombinant TDP2, T5PNP hydrolysis, p-nitrophenol absorbance 415 nm | inhibition, % at 12.8 µM | actives 0.34% (n = 370,000);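 active means inhibition above the mean of all tested compounds plus 3 SD, set per campaign, cut at about 25% in these data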;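 further: 0% = DMSO with enzyme and 100% = buffer with substrate but no TDP2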
#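 Incubation: 2 h at 37 °C; Test system: recombinant human TDP2; Quantity: enzyme 120 nM; Read-out basis: percent inhibition; Medium: 50 mM Tris-HCl pH 7.5 with Mg2+, KCl, DTT, BSA; Repeats: single replicate; Compound: 12.8 µM single point, 1% DMSO; Signal: epi absorbance; Reagent: 5 mM T5PNP chromogenic substrate; Benchmarks: no-enzyme high, DMSO-plus-enzyme low.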
# SIAE primary: human SIAE inhibition, primary screen; Q9HAT2; AID 1053197; inhibition, % at 9.66 µM; actives 0.69% (n = 370,000); SIAE FP-Rh probe binding, fluorescence polarization;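 active means inhibition above a cutoff: mean of compounds within the control limits plus 3 SD of those, cut at about 17% in these data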;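 further: 0% = plate median of compound wells and 100% = probe without SIAE protein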
# * marks the source's active call; other numbers are inactive results; · = no result given. These rows are one share of the data, so the mix of outcomes need not match the whole.
entry	Compound	GC-B act	MBD2 inh	PRMT1 inh	LEDGF integ inh	mABHD4 FP	HTRA1 inhibitor	TCR CD3 inh	rCAG RNA binder	TDP2 inh	SIAE primary
1	O=S(=O)(c1ccc2c(c1)OCCO2)C1CCC(S(=O)(=O)c2c(F)cccc2F)CC1 (centres undefined)	5	3	-2	-1	4	-3	6	2	-3	-8
2	O=C(CS(=O)CC(=O)N(c1cccc(F)c1)C(C(=O)NC1CCCCC1)c1ccco1)Nc1ccc(F)cc1 (centres undefined)	-1	-6	-4	-2	1	-4	6	2	-11	0
3	Nc1ccccc1N1CCOCC1	8	2	-1	-1	2	9	8	0	2	1
4	NC(=O)COC(=O)CNC(=O)c1cc(Cl)cc([N+](=O)[O-])c1	-2	4	-2	0	0	1	-2	1	9	1
5	COc1ccc(NC(=O)CCNS(=O)(=O)c2cc(Br)ccc2Br)cc1S(N)(=O)=O	5	5	-1	0	6	2	-4	8	-1	3
6	Cc1cccc(NS(=O)(=O)c2ccc(C(=O)NCC(c3ccco3)N(C)C)cc2)c1C (centres undefined)	3	-3	4	1	8	-1	5	-1	-7	0
7	O=C(Nc1ccccn1)c1ccc(Cl)c(S(=O)(=O)N2CCCC2)c1	6	-1	-1	-1	-2	-3	-1	-6	-5	1
8	C/C(=N\NC(=O)c1ccc(Br)cc1)c1cccnc1	-1	1	1	-4	1	-5	0	1	3	6
9	CCOc1ccc2c(c1)C(c1ccc(C)o1)=NNC(c1ccncc1)=N2	3	2	3	-2	10	-8	-4	12	5	7
10	COCCCNC(=O)CC1C[C@H](C(=O)N2CCCCC2)[C@@]2(C)c3[nH]c4ccc(OC)cc4c3CCN2C1=O (some centres undefined)	-8	0	-3	3	0	5	8	1	1	3
11	C=CC(=O)NC(C)(C)CCN1CCOCC1	2	-1	-4	0	6	5	6	-1	0	6
12	CCCS(=O)(=O)NC(=O)C1(C)CCCN(C(=O)c2nc3ccccc3s2)C1 (centres undefined)	3	2	-2	0	-2	·	0	7	-5	1
13	CCCOc1ccc(/C=C/C(=O)OCC(=O)N(C)c2c(N)n(Cc3ccccc3)c(=O)[nH]c2=O)cc1OCC	2	-1	-3	5	0	1	6	-2	-11	-16
14	Cn1cccc1C(=O)NC(=O)COC(=O)c1ccccc1O	3	-2	1	-2	-1	2	-2	2	11	5
15	Nc1ncnc2nc(SCCC(=O)O)[nH]c12	6	-5	-1	-1	1	4	4	2	-4	4
16	O=C(Nc1cccnc1)c1c(F)c(F)c(F)c(F)c1F	2	2	1	3	4	11	2	-3	13	0
17	CN(CCCC1CCCC1)C(=O)CC1C(=O)NCCN1Cc1ccc(F)cc1 (centres undefined)	5	2	0	-2	4	0	9	-5	12	-2
18	CC1(C)Oc2ccc(C(=O)N/N=C/c3ccc(O)cc3)cc2NC1=O	5	-3	-1	4	0	4	3	1	10	-3
19	COc1cccc(-c2nnc(NC(=O)c3ccco3)s2)c1	-4	-5	-1	1	0	4	4	3	2	-9
20	CCCc1cc2c(OC)ccc(O)c2c(=O)n1C	-5	1	-2	-2	4	·	14	9	-5	5
21	N#Cc1c(-c2ccccc2)c(-c2ccccc2)nn(CC(=O)NNC(=O)Nc2ccc(Cl)cc2)c1=O	-3	0	5	1	-50	·	8	21	-4	-14
22	CCCCCCNC(=O)O[C@H]1C[C@@H]2C(=O)N(c3ccccc3)C(=O)[C@@H]2[C@@H]2CN(S(=O)(=O)c3ccc(C)cc3)C[C@]12O	-1	-2	0	2	-27	-18	-1	7	1	-3
23	O=C(Nc1ccc2oc(-c3ccccc3)nc2c1)c1cccnc1	-2	-3	-5	-1	-12	-17	5	2	-2	-6
24	COc1cc(NC(=S)NCc2ccco2)cc(OC)c1OC	4	-3	4	-7	1	4	-4	-1	-8	3
25	CCC1CN(C(=O)N2CCC(C(=O)Nc3ccccc3F)CC2)c2ccccc2O1 (centres undefined)	0	0	1	3	1	0	1	-7	5	2
26	CCN1C(=O)N(C(C)=O)C2C1N(C(C)=O)C(=O)N2C(C)=O (centres undefined)	5	2	3	2	0	4	0	2	9	-4
27	CCOc1ccc2nc(SCC(=O)N3CCCc4ccccc43)sc2c1	1	1	3	-4	0	-33	-4	-3	2	-7
28	Cc1c(CCC(=O)NCCCCCC(=O)O)c(=O)oc2cc3occ(-c4ccccc4)c3cc12	6	0	-6	4	5	-9	-1	10	3	8
29	O=C(NCc1ccccc1)C(=O)NCC1OCCN1C(=O)c1cccs1 (centres undefined)	0	0	-2	-1	-1	3	0	1	7	15
30	COc1ccccc1CC(=O)N(Cc1ccccc1)c1ccc(C)cc1	-10	0	0	4	-6	-24	-1	-8	4	0

# Single records (already shown). Screens in order: GC-B act, MBD2 inh, PRMT1 inh, LEDGF integ inh, mABHD4 FP, HTRA1 inhibitor, TCR CD3 inh, rCAG RNA binder, TDP2 inh, SIAE primary
# Nc1ccccc1N1CCOCC1 is listed with 8, 2, -1, -1, 2, 9, 8, 0, 2, 1
# NC(=O)COC(=O)CNC(=O)c1cc(Cl)cc([N+](=O)[O-])c1 is listed with -2, 4, -2, 0, 0, 1, -2, 1, 9, 1
# COCCCNC(=O)CC1C[C@H](C(=O)N2CCCCC2)[C@@]2(C)c3[nH]c4ccc(OC)cc4c3CCN2C1=O (some centres undefined) is listed with -8, 0, -3, 3, 0, 5, 8, 1, 1, 3

# Going on with the list:
entry	Compound	GC-B act	MBD2 inh	PRMT1 inh	LEDGF integ inh	mABHD4 FP	HTRA1 inhibitor	TCR CD3 inh	rCAG RNA binder	TDP2 inh	SIAE primary
31	CCCCn1c(=N)n(CC(=O)c2ccc(Br)s2)c2ccccc21	-8	-4	5	3	-2	2	-10	17	-10	-5
32	CC(C)C(C)(C#N)NC(=O)CSc1nnc(-c2ccncc2)n1Cc1ccccc1 (centres undefined)	13	-5	-4	-5	3	1	3	-3	-5	-2
33	COc1ccc(/C=N/n2cnc3c([nH]c4ccc(C)cc43)c2=O)cc1CN1CCCC1	0	-8	-4	2	0	-19	-2	7	-3	-8
34	C=CCNC(=O)c1onc(CSc2ccccc2)c1C(=O)NCC=C	11	5	0	-1	-4	-11	2	-6	-1	4
35	O=C(CN1CCCCCC1)Nc1ccc(F)c(F)c1	4	1	0	4	-1	-22	-3	1	-1	-3
36	Cc1nc(N)sc1-c1csc(Nc2cccc(C(=O)O)c2)n1	0	3	21	6	29	2	11	15	14	-10
37	Cc1c(NC(=O)c2ccc(S(=O)(=O)N(C)C)cc2)cccc1-n1cnnn1	4	-4	1	-4	1	-5	-4	4	1	-4
38	COc1ccc(S(N)(=O)=O)cc1C(=O)NC1CCCc2ccccc21 (centres undefined)	0	-2	-4	5	-4	-3	-5	6	9	0
39	Cc1ccc(S(=O)(=O)N2CCCCC2)cc1NC(=O)COC(=O)C1(C)CC1(Cl)Cl (centres undefined)	5	-3	0	2	-9	-11	3	2	-4	-8
40	CSc1ccc(C#N)cc1NC(=O)c1ccc(Cl)cc1	-8	0	-1	-2	-4	-3	1	-1	-10	-1
41	O=C(Cc1ccccc1[N+](=O)[O-])NCCCN1CCOCC1	0	1	3	-1	-4	11	-3	-3	5	-10
42	COc1ccc(N2C(=O)CC(Sc3ncn[nH]3)C2=O)c(OC)c1 (centres undefined)	2	-1	89*	2	-5	-1	1	4	0	3
43	Cc1[nH]c2ccccc2c1C(=O)C(C)OC(=O)c1ccccc1NCCO (centres undefined)	-1	-2	0	2	-10	-14	0	13	-3	-7
44	Cc1c(C(=O)Nc2ccc(Oc3ccccc3)cc2)sc2nc3n(c(=O)c12)CCC3	-1	1	3	5	-47	-40	-2	9	1	-24
45	O=C(Nc1ccccn1)C(F)(F)C(F)(F)C(F)(F)C(F)(F)C(=O)Nc1ccccn1	-1	-1	11	-1	0	-3	-9	0	-6	-1
46	CN(C)S(=O)(=O)c1cc(C(=O)NCCCn2ccc3ccccc32)ccc1Cl	-5	2	3	-3	-10	-10	-4	5	-6	-11
47	C=CCn1c(Cc2cccs2)nnc1SCC(=O)Nc1cccc2ccccc12	4	2	3	-3	-4	·	·	2	-1	-3
48	COc1ccc(CCNC(=O)CSCC(=O)Nc2ccccc2)cc1OC	-2	-1	-4	2	0	-1	-7	2	-8	3
49	COc1ccc(-c2noc(CN(C)S(=O)(=O)c3ccccc3)n2)cc1OC	-1	-1	0	1	0	0	2	-1	5	3
50	Nc1ccn([C@@H]2O[C@H](C(=O)N(CCC3=CCCCC3)CC3CC3)[C@@H](O)[C@H]2O)c(=O)n1	0	-1	2	3	6	·	1	1	10	3
51	C[N+]1(CC(=O)OC2CCCCCCCCCCC2)CCCC1	-3	-1	4	-5	7	-1	-5	0	-1	2
52	Nc1cc(=O)[nH]c(=O)n1-c1ccc(Cl)cc1	2	-1	-2	2	-5	2	2	2	-8	-1
53	Cn1nnnc1Sc1ncnc2scc(-c3ccc(-c4ccccc4)cc3)c12	2	2	-5	-1	-10	-24	-4	9	7	-4
54	COc1ccccc1/C=C(/C(=O)OCC(=O)NCc1ccccc1)c1ccccc1	0	-4	-2	4	-15	-11	2	-1	-11	-6
55	Cc1cccc(-c2cccc3c4c([nH]c23)[C@@H]2C[C@H](N(C)C(=O)NC3CCCCC3)[C@H]([C@H](C)O)CN2CC4)c1	-1	-2	5	-3	5	·	·	7	-14	-3
56	O=C(NC1CCCC1)C(NS(=O)(=O)c1cccc2nsnc12)c1ccccc1 (centres undefined)	7	-7	-2	1	-2	-4	2	2	2	-5
57	Cc1cccc(C(=O)Oc2ccccc2C(=O)N2CCOCC2)c1	0	10	9	-5	-16	11	5	-3	2	-6
58	COc1cc(S(=O)(=O)N(Cc2ccccc2)CC2CCCO2)ccc1-n1cnnn1 (centres undefined)	1	-8	-3	-3	-1	7	6	-5	-8	-1
59	CCN(CC(=O)Nc1c(F)cccc1F)C(=O)c1cc(S(=O)(=O)N2CCOCC2)ccc1N1CCCC1	-3	3	-1	1	1	1	4	-2	14	12
60	Cn1c(=O)c2c(-c3ccccc3)n(N3CCOCC3)cc2n(C)c1=O	4	0	-4	-1	2	1	-5	1	0	3
61	CCc1cc(C(=O)NCC(c2cccs2)N2CCOCC2)sc1C (centres undefined)	0	-2	3	-2	-2	3	-5	-1	17	7
62	Cc1ccc(C(=O)N[C@H](C(=O)Nc2ccc(N3CCOCC3)cc2)C(C)C)cc1	5	3	-5	6	-11	0	1	4	-17	-9
63	Cc1cc(NC(=O)c2cccs2)cc(-c2nc3ncccc3o2)c1O	-5	4	-2	2	7	-31	-2	3	-12	-2
64	CCN(CC)C(=O)CSc1nc2cc(OC)c(OC)cc2c(=O)n1Cc1ccc(Cl)cc1	19	7	-1	-1	2	1	-1	2	0	-6
65	CCN(CC)S(=O)(=O)c1cccc(C(=O)/C=C2/N(C)c3ccccc3C2(C)C)c1	5	-4	1	4	-1	-7	2	-3	-10	0
66	CCN(CC)c1ccc(NC(=O)c2ccc(Cl)nc2)cc1	-2	0	-3	-1	-2	5	2	-3	-3	6
67	CCN(CC)C(=O)C1=C(C)N(CCCN2CCCC2=O)C(=O)C(CC(=O)NCCCN(C)C)C1 (centres undefined)	4	-6	4	4	3	7	-3	-1	9	2
